NPY-Y1 antag: antagonists of human neuropeptide Y receptor Y1. inhibition, % at 3.6 µM. HEK293-CNG Y1 cells, membrane potential fluorescence; NPY at EC95, then isoproterenol. hit rate 1% among 200,000;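 active means inhibition above the campaign mean inhibition of all tested compounds plus 3 SD, cut at about 20% in these data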;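 further: 0% = DMSO wells given NPY plus isoproterenol and 100% = isoproterenol alone without NPY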
Target sequence (P25929 whole entry, looked up): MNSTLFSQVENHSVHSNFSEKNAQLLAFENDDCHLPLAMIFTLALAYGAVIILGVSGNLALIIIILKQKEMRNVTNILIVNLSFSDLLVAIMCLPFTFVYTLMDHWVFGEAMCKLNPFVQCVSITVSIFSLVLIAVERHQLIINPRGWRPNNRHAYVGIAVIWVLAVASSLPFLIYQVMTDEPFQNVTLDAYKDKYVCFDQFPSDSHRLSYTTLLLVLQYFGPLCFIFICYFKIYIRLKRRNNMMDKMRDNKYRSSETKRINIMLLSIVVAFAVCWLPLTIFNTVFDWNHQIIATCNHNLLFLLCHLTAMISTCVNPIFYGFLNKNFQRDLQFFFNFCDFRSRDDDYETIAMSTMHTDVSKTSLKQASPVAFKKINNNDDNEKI
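Material: HEK293 cells with Y1 receptor plus CNG channel; times: compound incubation 1 h at room temperature, readout 45 min post-stimulation; signal: fluorescence, membrane potential probe; read-out basis: fluorescence ratio normalized to % inhibition between controls; benchmarks: full-block control isoproterenol-only wells, zero-block control NPY plus isoproterenol wells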
Mdm2 ligase inh: blocks human Mdm2 ubiquitin ligase activity; Q00987; cell-based MDM2 ubiquitination luciferase reporter, 2 h; 0 = plate control, 100 = twice control, blank-subtracted; signal enhancement, % at 5 µM; hit rate 0.11% among 210,000;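 active means signal enhancement of 30% or more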;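 further: luminescence tracks abundance of the self-degrading MDM2-luciferase fusion protein; higher signal means inhibition of MDM2 E3 ligase activity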
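test system = mammalian cells stably expressing self-ubiquitinating, self-degrading MDM2 E3–luciferase fusion | quantity = 2000 cells/well | incubation = cell settling 4 h, compound treatment 2 h, both 37 °C | signal = luminescence with SteadyLite reagent, 15 min at room temperature | evaluation = % enhancement relative to plate controls after blank subtraction | benchmarks = plate controls and plate blanks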
Runt-CBFb FRET: Runt domain-CBFb interaction inhibition. Cerulean-Runt/Venus-CBFb FRET ratio 530/480, 1 h. hit rate 0.46% among 220,000. inhibition, % at 20 µM. AID 1496. Q01196+Q13951;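 active means inhibition over about 50% at 20 µM in the single-dose screen, limit read from the data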;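 further: 0% = DMSO wells and 100% = excess unlabeled CBFb competitor control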
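Reagent – Venus-CBFb binding partner, 100 nM · Assay system – Cerulean-tagged RUNX1 Runt domain (FRET donor) fusion protein · Input – 100 nM per protein · Incubation – two 1 h room-temperature incubations shielded from light · Measured by – FRET fluorescence · Medium – Tris buffer pH 7.5 with salts and BSA · Benchmarks – unlabeled CBFb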
RBBP9 inh: human RBBP9 hydrolase inhibition | O75884 | recombinant RBBP9, FP-Rh probe fluorescence polarization | inhibition, % at 7.94 µM | hit rate 0.2% among 220,000;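 active means inhibition above the campaign mean of all tested compounds plus 3 SD, cut at about 14% in these data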;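 further: plate controls were DMSO wells with RBBP9 for no effect and wells lacking RBBP9 protein for full effect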
Target sequence (O75884 whole entry, looked up): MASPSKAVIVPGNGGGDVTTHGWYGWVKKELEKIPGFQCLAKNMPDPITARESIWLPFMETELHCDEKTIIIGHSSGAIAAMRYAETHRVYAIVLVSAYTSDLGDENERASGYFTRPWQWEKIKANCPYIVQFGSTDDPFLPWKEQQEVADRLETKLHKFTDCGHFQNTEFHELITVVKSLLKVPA
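Assay system: recombinant human RBBP9; Reagent: Serine-hydrolase probe FP-Rh, 375 nM pre-mixing; Doses: 7.94 µM single dose, 0.794% DMSO; Incubation: 30 min then 45 min, 25 °C; Detection: fluorescence polarization (mP), excitation 525 nm, emission 598 nm; Evaluation: percent inhibition from mP, scaled between DMSO and no-protein wells.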
NPY-Y1 PAM-ag: potentiates or activates human NPY-Y1 receptor. NPY-Y1 expressing cells, potentiator/agonist activation. AID 1304. P25929. activation, % at 3.6 µM. hit rate 0.37% among 220,000; in the data active means activation above about 33%, passing the limit was not always enough;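 further: cells stimulated with NPY at EC10 then isoproterenol at EC100; 0% = low agonist plus stimulus and 100% = saturating agonist plus stimulus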
Hck Nef HTS: human Hck-Nef kinase inhibition; P08631; Recombinant Hck-YEEI plus Nef, Z-Lyte FRET kinase assay; inhibition, % at 20 µM; hit rate 0.68% among 220,000;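 active means Hck-Nef kinase inhibition above about 50%, limit read from the data; inactive means inhibition below that limit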;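 further: 0% = DMSO with Hck plus Nef and 100% = Hck alone without Nef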
Target sequence (P08631 whole entry, looked up): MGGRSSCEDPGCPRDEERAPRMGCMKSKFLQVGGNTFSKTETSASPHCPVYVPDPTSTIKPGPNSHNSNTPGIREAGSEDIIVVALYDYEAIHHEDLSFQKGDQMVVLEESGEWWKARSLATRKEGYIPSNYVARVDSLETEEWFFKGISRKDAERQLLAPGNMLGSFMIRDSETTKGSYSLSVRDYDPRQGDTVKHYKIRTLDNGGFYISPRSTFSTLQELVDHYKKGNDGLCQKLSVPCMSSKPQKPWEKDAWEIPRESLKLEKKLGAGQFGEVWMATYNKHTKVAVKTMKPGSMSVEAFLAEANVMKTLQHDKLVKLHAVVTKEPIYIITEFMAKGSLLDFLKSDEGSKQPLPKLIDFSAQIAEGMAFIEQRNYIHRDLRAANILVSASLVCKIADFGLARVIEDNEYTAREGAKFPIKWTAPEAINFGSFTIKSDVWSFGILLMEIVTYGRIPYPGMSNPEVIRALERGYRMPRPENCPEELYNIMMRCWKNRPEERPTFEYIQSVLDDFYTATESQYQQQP
Runt-SMMHC FRET: blocks binding of human RUNX1 Runt domain to CBFb-SMMHC; Q01196+Q13951; Cerulean-Runt/Venus-CBFb-SMMHC FRET ratio 530/480, 1 h; inhibition, % at 20 µM; hit rate 0.74% among 220,000; AID 1434;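 active means mean inhibition across duplicate retests at 20 µM reaching about 50%, limit read from the data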;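 further: 0% = DMSO wells and 100% = wells with excess untagged CBFb-SMMHC; inhibitors lower the FRET ratio by blocking Runt binding to CBFb-SMMHC; some results filed as inactive read as strong as hits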
p97 inhibitor: human p97 ATPase inhibition; hit rate 0.42% among 220,000; P55072; inhibition, % at 8 µM; recombinant p97 ATPase, Kinase-Glo ATP luminescence, 3 h; in the data active means inhibition above about 15%;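 further: 0% = DMSO vehicle and 100% = wells lacking enzyme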
NPY2 pot ag: potentiates or activates human NPY-Y2 receptor; AID 1359; hit rate 0.45% among 220,000; activation, % at 3.6 µM; cells expressing NPY-Y2, potentiator/agonist read-out; in the data active means activation above about 27%;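 further: cells stimulated with NPY near EC25 plus isoproterenol at EC100; 0% = vehicle plus submaximal agonist and 100% = vehicle plus saturating agonist; some results beyond the cut were filed as inactive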
The depositor's hits bear a star; . = not tested or not shown.

SMILES	NPY-Y1 antag	Mdm2 ligase inh	Runt-CBFb FRET	RBBP9 inh	NPY-Y1 PAM-ag	Hck Nef HTS	Runt-SMMHC FRET	p97 inhibitor	NPY2 pot ag
COc1cccc(C2CC(c3ccccc3OC)n3nc(N)nc3N2)c1 (stereo unspecified)	3	-19	2	-3	13	20	-1	7	9
Cc1ccc(CN2CCN(Cc3cccn3-c3nccs3)CC2CCO)cc1 (stereo unspecified)	12	4	-1	-5	6	21	-2	0	-2
O=C(NC(=S)NC1CCCCCCCCCCC1)c1cccnc1	1	0	-8	3	-7	0	-8	3	0
N#CCC(=O)N/N=C/c1cc(-c2ccccc2)n(-c2ccc(Cl)cc2)c1-c1ccccc1	3	-12	-4	-9	-12	26	2	6	4
Cc1oc2ccc(NS(=O)(=O)c3ccccc3)cc2c1C(=O)Nc1ccccc1	-4	.	2	-8	-5	2	0	6	3
Cc1cccc(NC(=S)N/N=C/c2ccc3c(c2)OCO3)c1	3	-8	4	-5	-6	2	-2	-2	7
COc1ccc(N2C(=O)C3CCCN3C2c2cc(OC)c(OC)c(OC)c2)cc1 (stereo unspecified)	0	6	0	-4	2	1	1	1	-6
Cc1ccccc1C(=O)Nc1ccccc1N1CCCCC1	2	-12	0	2	8	15	-2	7	-17
N#Cc1nc(COc2ccc(-c3ccccc3)cc2)oc1NCc1cccnc1	-3	-16	-8	-11	-28	1	-18	-4	-12
CC1CC(Nc2ccccc2N)=CC(=O)O1 (stereo unspecified)	8	-16	0	-11	-5	-20	-1	-3	-4
O=C(CCN1C(=O)c2ccccc2S1(=O)=O)Nc1cccc2ccccc12	0	-20	1	-5	5	-3	5	-1	-2
CC(C)C1S/C(=N/N=C/c2cccs2)NC1=O (stereo unspecified)	2	-16	-3	-9	11	2	-5	5	-1

Brought forward from above: 4 compounds, then new ones.
SMILES	NPY-Y1 antag	Mdm2 ligase inh	Runt-CBFb FRET	RBBP9 inh	NPY-Y1 PAM-ag	Hck Nef HTS	Runt-SMMHC FRET	p97 inhibitor	NPY2 pot ag
N#Cc1nc(COc2ccc(-c3ccccc3)cc2)oc1NCc1cccnc1	-3	-16	-8	-11	-28	1	-18	-4	-12
CC1CC(Nc2ccccc2N)=CC(=O)O1 (stereo unspecified)	8	-16	0	-11	-5	-20	-1	-3	-4
O=C(CCN1C(=O)c2ccccc2S1(=O)=O)Nc1cccc2ccccc12	0	-20	1	-5	5	-3	5	-1	-2
CC(C)C1S/C(=N/N=C/c2cccs2)NC1=O (stereo unspecified)	2	-16	-3	-9	11	2	-5	5	-1
COc1cc2[nH]c(=S)n(CCN3CCCCC3C)c(=O)c2cc1OC (stereo unspecified)	2	-9	4	0	-8	-5	-1	2	11
CCOC(=O)NC(C(Cl)(Cl)Cl)S(=O)(=O)c1ccccc1 (stereo unspecified)	.	-3	0	-2	0	6	-1	0	-4
CC(C)n1c(-c2cccs2)nc2ccccc21	-2	8	-1	-8	-12	11	2	0	-4
c1ccc(-n2c(-c3ccncc3)nnc2N2CCOCC2)cc1	3	-10	-2	-5	5	-1	1	3	0
CCN(CC)C(=O)Cn1ncc2c1-c1ccccc1OC2	4	-8	3	-5	11	17	2	4	-6
COCc1cc(=O)[nH]c(-c2ccccc2)n1	-2	-21	-1	-4	3	20	-2	-3	6
CCOC(=O)c1ccc(Nc2nnc(C)c3ccccc23)cc1	.	-19	3	-11	2	21	5	4	12
CCO[C@H]1OC(C(=O)Nc2ccccc2)=C[C@@H](c2cn(C(C)=O)c3ccccc23)[C@@H]1CCCO	0	.	-2	-2	-8	-5	0	7	3
O=C(Cc1cn(Cc2cccc(Cl)c2)c2ccccc12)N1CCCC1	4	7	-1	-4	-3	10	3	-2	-6
O=C(NC(=S)N1CCOCC1)C12CC3CCC(CC(C3)C1)C2	3	-9	-1	0	-16	5	5	-3	-4
CC(C)CNC(=S)NNC(=O)c1csc2c1CCC(C)C2 (stereo unspecified)	-2	-3	-1	-3	-1	-3	-2	4	-5
O=C(CSc1nnc(-c2ccncc2)n1Cc1ccco1)Nc1ccccc1Cl	5	-12	7	-2	11	2	3	4	12
Cc1cccc(C)c1N1CCc2cn[nH]c21	-1	-18	-1	-15	10	0	-1	-2	-5
Cc1onc(-c2ccccc2Cl)c1C(=O)N(Cc1nc(-c2ccccc2)no1)C1CCCCC1	6	-9	-4	8	7	-2	-2	-5	-6
CC(C)(C)SCCNC(=O)/C=C/c1ccc([N+](=O)[O-])cc1	-3	-16	0	-5	5	-1	-5	-5	-5
Fc1ccccc1-n1cn[nH]c1=S	2	-24	3	-5	-3	30	-2	-3	10
Cc1noc(C)c1CSc1nc2sc(C)c(C)c2c(=O)n1-c1ccccc1	14	0	0	-4	-33	0	3	-5	-38
O=C(Nc1ccccc1)C1CC=CCC1C(=O)OCC1CCCO1 (stereo unspecified)	-2	-26	0	1	55*	0	-4	6	10
Cc1noc(C)c1COC(=O)C1CC(O)CN1S(=O)(=O)c1ccc(Cl)cc1 (stereo unspecified)	5	2	0	-6	-10	1	1	1	-2
Cc1onc(-c2ccccc2)c1C(=O)N1CC(C)OC(C)C1 (stereo unspecified)	-2	-8	0	-5	-5	1	-2	-2	-11
CC1CC(C)CN(c2oc(Cc3ccccc3)nc2C#N)C1 (stereo unspecified)	-5	-13	-2	-4	-24	5	-3	-1	4
C/C(=N\NC(=O)Cc1c[nH]c2ccccc12)c1ccc2ccccc2c1	1	1	0	4	-2	18	4	4	10
CCOC(=O)c1sc2nc(NC(=O)C3CCCCC3)sc2c1C	-3	0	1	-6	-7	10	2	-10	7
Cc1ccc(C2N=C(N)Nc3nc(=O)c4ccccc4n32)cc1 (stereo unspecified)	.	-16	-1	-8	-18	-1	-1	-4	-8
COc1ccccc1-c1cc(C(F)(F)F)nc(NCc2cccs2)n1	10	0	-3	-4	-15	4	2	-2	-11
CC(=O)NCC(=O)OCC(=O)Nc1nc(-c2ccccc2)cs1	0	-10	-1	7	17	26	-2	6	-6
COc1ccc(Cl)cc1NC(=S)N1CCN(C(=O)c2ccco2)CC1	1	-5	-4	1	-29	3	1	3	-5
CCOC(=O)N1CCN(c2c(Nc3ccc4c(c3)OCCO4)c(=O)c2=O)CC1	-4	-7	0	-6	16	2	-1	7	-6
Cc1nn2c3c(cnc2c1-c1ccccc1)C(=O)CC(C)C3 (stereo unspecified)	3	.	.	-9	6	1	.	4	6
O=C1C(C=NCCCN2CCOCC2)=C(O)c2ccccc21	-2	-11	-3	-3	7	2	0	0	10
OCC1(CCCc2ccccc2)CCN(Cc2cnc(N3CCOCC3)s2)CC1	-8	-24	0	-6	-2	8	3	-3	-2
COC(=O)[C@H]1CCCN1C(=O)Nc1cccc(Oc2c(F)c(F)c(F)c(F)c2F)c1	-10	-9	.	-2	5	4	0	3	-6
O=C1C2CC=CCC2C(=O)N1c1ccc(NCCc2ccccc2)c([N+](=O)[O-])c1 (stereo unspecified)	-1	5	-4	-5	1	-17	-1	6	8
Cc1c(NC(=O)CSc2ccccc2Cl)c(=O)n(-c2ccccc2)n1C	0	-16	1	-8	-1	22	-4	5	11
Cc1ccc(-c2nn(C)c(=O)c3ccccc23)cc1CNC(=O)c1ccccc1	.	1	-2	-9	-5	1	-1	3	-11
Cc1ccc(Cn2nc(C)cc2C(=O)Nc2ccc(Cl)cc2)cc1	.	-7	-1	-6	-7	3	1	-5	-10
Cn1c(=O)oc2cc(S(=O)(=O)N3CCCC(C(=O)N4CC=C(c5ccccc5)CC4)C3)ccc21 (stereo unspecified)	6	-11	0	-7	21	-2	-4	2	21
COc1ccc(N=c2oc3ccccc3cc2C(=O)Nc2ccccn2)cc1OC	6	-12	.	-6	4	26	.	7	10
O=C(N/N=C1\CC2CC=CC12)c1ccc(O)cc1 (stereo unspecified)	-2	0	-2	0	5	23	-4	4	1
Cc1ccc(S(=O)(=O)N2CCCC2C(=O)N2CCCCCC2)cc1 (stereo unspecified)	1	-4	0	-3	-25	4	-3	-8	-19
O=C(NC(=S)N1CCCc2ccccc21)c1ccccc1	11	-10	4	-3	-6	1	-20	1	-11
Cn1c(=O)c2c(nc(NC3CCCCC3)n2CC(O)COc2ccccc2)n(C)c1=O (stereo unspecified)	-1	-5	-2	-10	-4	1	-3	-1	13
COc1ccc(Br)cc1CN1CCCC(C(=O)N2CCCCCC2)C1 (stereo unspecified)	5	-22	0	4	-24	0	1	0	-11
Cc1ccc(Cl)cc1N(Cc1ccc(C(=O)NCc2cccnc2)cc1)S(=O)(=O)c1ccccc1	-3	-6	-12	-9	9	-1	-11	5	6
COc1ccc(C(=O)N2CCc3cc(OC)c(OC)cc3C2)cc1OC	-1	5	1	-7	4	-1	3	2	6
CCc1ccc(C(=O)C(C)OC(=O)C2COc3ccccc3O2)cc1 (stereo unspecified)	-2	-4	-3	-10	-12	3	1	1	7
CN(C)CCn1c(=O)n(-c2cccc(Cl)c2)c(=O)c2c3c(sc21)CCCCC3	.	-4	0	-6	-4	-17	3	-3	-8
CCN(CC)C(=O)C1=C(C)NC(=O)NC1c1c(F)cccc1Cl (stereo unspecified)	9	-11	1	-4	-3	7	1	5	11
CCN(CC)c1ccc(NC(=O)CSc2nc(C)cc(=O)[nH]2)cc1	.	2	8	.	.	0	3	.	.
Cc1nc2ncnn2c(C)c1CCC(=O)N1CCOCC1	3	-19	-1	-6	0	-1	0	1	3
COc1cccc(C=Nc2ccc3c(c2)OCCO3)c1O	6	-2	4	-7	-10	-4	-6	0	-4
CC(=C/c1ccccc1)/C=N/NC(=O)c1cccs1	.	-33	0	-6	-9	17	2	-1	-18
CC(C)C(C(=O)Nc1ccccc1)N1C(=O)c2ccccc2C1=O (stereo unspecified)	3	-13	.	3	4	13	2	-2	1
COc1ccc(C(=O)Cn2nnc(-c3cccs3)n2)cc1	1	-21	1	-12	-5	1	-6	-1	-5
COc1cccc(C(=O)N(CN2CCCC2=O)c2ccccc2OC)c1	2	-33	-2	8	-3	3	2	5	16

Entries listed above marked active in NPY-Y1 PAM-ag.
SMILES	Mdm2 ligase inh	Runt-CBFb FRET	RBBP9 inh	NPY-Y1 PAM-ag	Hck Nef HTS	Runt-SMMHC FRET	p97 inhibitor	NPY2 pot ag
O=C(Nc1ccccc1)C1CC=CCC1C(=O)OCC1CCCO1 (stereo unspecified)	-26	0	1	55*	0	-4	6	10
